PI4K2A block – PI4K2A (human) kinase inhibition | purified PI4K2A, ADP-Glo luminescence, 1 h; active compounds read low | AID 1346378 | 420,000 compounds, 0.13% hits | activity change, negative = inhibition, % at 76.9 µM; in the data active = activity change below about -50%; inconclusive = mostly about -30% to -49%;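 note: -100% = wells without enzyme as full effect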
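ADP-Glo luminescence measured ADP generated by PI4K2A enzyme (4 ug/mL before mixing) with 1.2 mM PI substrate (pre-mix) and 300 microM ATP (pre-mix). Tris pH7.5 buffer with MgCl2, Triton X-100; 1 h reaction at ambient temperature.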
USP1-UAF1 inh – USP1/UAF1 (human) deubiquitinase inhibition; 390,000 compounds, 0.23% hits; O94782; recombinant USP1/UAF1, Ub-Rhodamine cleavage fluorescence; Potency, µM (highest dose often 57.1 µM), for inactives: top-dose activity change, negative = inhibition, hits mostly inhibitors; note: potency is the fitted concentration of half-maximal effect; % is set by controls: 0 for no effect and ±100 for the full control effect; nearly all actives have a fitted effect of over 60% in size; inactives centre near -12
Target sequence (O94782 whole entry, looked up): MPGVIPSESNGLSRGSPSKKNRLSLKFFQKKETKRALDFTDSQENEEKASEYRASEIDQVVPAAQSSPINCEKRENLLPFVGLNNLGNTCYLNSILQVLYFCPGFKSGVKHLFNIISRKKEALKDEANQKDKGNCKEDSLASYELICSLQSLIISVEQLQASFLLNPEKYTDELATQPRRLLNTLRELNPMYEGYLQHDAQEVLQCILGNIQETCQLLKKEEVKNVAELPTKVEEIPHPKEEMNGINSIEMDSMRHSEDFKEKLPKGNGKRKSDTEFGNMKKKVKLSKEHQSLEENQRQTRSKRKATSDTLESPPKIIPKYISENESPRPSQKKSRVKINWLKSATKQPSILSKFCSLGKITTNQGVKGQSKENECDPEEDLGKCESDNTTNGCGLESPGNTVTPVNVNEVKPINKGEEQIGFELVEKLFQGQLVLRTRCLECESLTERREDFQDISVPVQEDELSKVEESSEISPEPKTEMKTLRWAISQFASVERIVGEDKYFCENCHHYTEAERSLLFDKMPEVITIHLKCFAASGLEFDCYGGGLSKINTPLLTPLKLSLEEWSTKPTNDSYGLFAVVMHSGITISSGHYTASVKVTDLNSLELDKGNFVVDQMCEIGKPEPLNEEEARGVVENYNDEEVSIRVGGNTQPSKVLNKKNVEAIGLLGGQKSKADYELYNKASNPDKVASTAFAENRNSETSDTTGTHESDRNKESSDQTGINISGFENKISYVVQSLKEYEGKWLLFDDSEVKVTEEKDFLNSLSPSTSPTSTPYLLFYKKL
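1 nM enzyme complex + cpd, 15 min RT; start with Ub-Rho 150nM final; kinetic fluorescence ex 480/em 540, 6 reads q60 s. Buffer 50mM HEPES pH 7.8, 0.5mM EDTA, 0.1 mg/ml BSA, 1mM TCEP, 0.01% Tween-20.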
Glioma ERSR ind – induces the endoplasmic reticulum stress response in human glioma cells. U87-MG GRP78 promoter luciferase reporter, 16 h. 420,000 compounds, 0.02% hits. Potency, µM, inactives show at the top dose activation, hits mostly activators. AID 602332; note: potency is the fitted concentration of half-maximal effect; series mostly up to about 76 µM; % of control where 0% means no effect; nearly all actives have a fitted effect of over 35% in size
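ERSR induction read as luciferase luminescence (Bright-Glo, 10 min at room temperature) in stably transfected human U87-MG glioma cells exposed to compounds for 16 h, using GRP78 as sensor.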
LDHA inh – blocks human lactate dehydrogenase A | purified LDHA, NADH/diaphorase-resazurin fluorescence; active compounds read low | 480,000 compounds, 0.15% hits | activity change, % (values are at about 110 or 230 µM); in the data active = activity change below about -30%; inconclusive = mostly about -25% to -30%;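 note: plate controls were DMSO wells for no effect and wells without enzyme for full effect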
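LDH5 2 nM; NADH 0.06 mM, pyruvate 0.2 mM; 200 mM Tris pH 7.4, EDTA, Tween-20; 5 min RT. Detection: diaphorase 0.133 mg/mL + resazurin 37 µM, fluorescence ex540/em590 at 0 and 20 min; normalized to enzyme-free and DMSO wells.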
TrxR1 substrate – substrates of rat thioredoxin reductase 1; O89049; purified TrxR1 substrate turnover, NADPH consumption readout; Potency, µM (series often up to 114 µM), without a hit: at the top dose activity change, negative = substrate turnover; 390,000 compounds, 0.01% hits; AID 588456; note: potency is the fitted concentration of half-maximal effect; % is set by controls: 0 for no effect and ±100 for the full control effect; nearly all actives have a fitted effect of over 50% in size
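Rat TrxR1, dispensed at 90 nM, was prereduced with 400 uM NADPH (final) for 5 min at ~22 deg C, then incubated with compound 15 min before 400 uM selenite. A first-read NADPH fluorescence drop versus no-compound background flagged substrates.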
mIDH1 inhibitor – inhibitors of human mutant IDH1 R132H. O75874. Potency, µM (series often up to 76.6 µM), for inactives: at the top dose activity change, negative = inhibition, most hits filed as inhibitors. IDH1-R132H enzyme, NADPH consumption, diaphorase/resazurin fluorescence. AID 602179. 390,000 compounds, 0.093% hits; note: potency is the fitted concentration of half-maximal effect; % is set by controls: 0 for no effect and ±100 for the full control effect; nearly all actives have a fitted effect of over 65% in size
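IDH1-R132H (0.5 ug/mL dispensed) in pH 7.5 Tris buffer was preincubated 30 min with compound, then given a substrate mix of 0.016 mM NADPH and 2 mM alpha-KG for 80 min at room temperature; remaining NADPH was read by diaphorase/resazurin fluorescence.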
Vif-APOBEC3F blk – inhibitors of Vif-A3F interaction | HeLa A3F-eYFP + Vif (tagged APOBEC3F with the HIV-1 protein that degrades it), YFP fluorescence increase | Potency, µM (highest dose often 46.1 µM), for the others: top-dose activity, negative = active | 390,000 compounds, 0.2% hits; note: potency is the fitted concentration of half-maximal effect; % of control where 0% means no effect; nearly all actives have a fitted effect of over 65% in size
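Fluorescence increase (Ex 488/Em 500-530) after overnight compound treatment at 37 deg C flags inhibition of Vif-driven A3F-eYFP loss in stable HeLa A3F-eYFP/Vif cells seeded overnight beforehand.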
RXFP1 ag – agonists of human relaxin receptor RXFP1; HEK293T-RXFP1 cAMP TR-FRET, 30 min; response scale: percent of porcine relaxin response, buffer zero; Potency, µM (top dose mostly 57.5 µM), inactives show top-dose activation, most hits filed as activators; 370,000 compounds, 0.3% hits; AID 2676; note: potency is the fitted concentration of half-maximal effect; % is set by controls: 0 for no effect and ±100 for the full control effect; nearly all actives have a fitted effect of over 60% in size; many of its hits are not listed in these tables
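Agonist response is measured as cAMP accumulation in an RXFP1-transfected HEK293T line under PDE4 inhibition. Values are scaled between buffer-only and 29 nM porcine relaxin, and EC50s come from standard Hill equation fits.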
Vif-APOBEC3G blk – Vif-A3G binding inhibition; Q9HC16; Potency, µM (doses to about 46.1 µM), inactives show at the top dose activity, negative = active, actives largely listed as inhibitors; AID 602310; HeLa A3G-eYFP + Vif (tagged APOBEC3G with the HIV-1 protein that degrades it), YFP fluorescence, overnight; 410,000 compounds, 0.076% hits;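 note: potency is the fitted concentration of half-maximal effect; % is set by controls: 0 for no effect and ±100 for the full control effect; nearly all actives have a fitted effect of over 60% in size; hits raise eYFP signal because A3G escapes Vif-driven loss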
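HeLa cells stably expressing Vif and C-terminally eYFP-tagged A3G, seeded overnight at 37 deg C, then exposed to compound by pintool overnight at 37 deg C. Rise in yellow fluorescence (Ex 488/Em 500-530, Acumen) marks blocked Vif-driven A3G degradation.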
An asterisk follows results filed as active; ? = inconclusive; nt = no result given; [ ] = dose if it differs, or a comment. Unless noted, calls come from the whole dose curve; as a rule, active = well fitted curve in the direction sought with a large enough effect; inconclusive = small, poorly fitted or top-dose-only effect, or another doubt; inactive = no such curve, though single readings can be large; an effect the other way counts as inactive or inconclusive. Some of the compounds tested; count on the stated rates, not on these rows.

SMILES	PI4K2A block	USP1-UAF1 inh	Glioma ERSR ind	LDHA inh	TrxR1 substrate	mIDH1 inhibitor	Vif-APOBEC3F blk	RXFP1 ag	Vif-APOBEC3G blk
CC(=O)c1ccc(NC(=S)Nc2cccc3ccccc23)cc1	6	?	-3%	6	17%	4%	-13%	0.3%	3%
COc1ccc(C(=O)O/N=C(\N)c2ccccc2Cl)cc1OC	-7	-22%	11%	2	6%	9%	-5%	2.9%	-15%
COc1ccc(CC2(CO)COc3ccccc3C2=O)cc1 (configuration not stated)	-4	-7%	-5%	0	-18%[57.1 µM]	4%	3%	nt	-28%
CC(Oc1ccccc1F)C(=O)/C=C/N(C)C (configuration not stated)	-3	0%	-2%	-6	-14%	-1%	-4%	4.3%	2%
COc1ccccc1N1CCN(C(=O)c2c3c(nc4ccccc24)C(=O)N(C2CCCCC2)C3)CC1	-3	-17%	-3%	2	-2%[57.1 µM]	-10%	-7%	0.0%	-3%
Cc1ccn(-c2cc(O)c(-n3ccc(C)n3)cc2O)n1	-1	7%	-6%	13	-6%[0.0914 µM]	8%	-19%	-1.9%	-2%
CCc1nnc2n1N=C(c1ccc([N+](=O)[O-])cc1)CS2	-1	-5%	-1%	0	7%[57.1 µM]	4%	7%	15%	0%
COc1ccc(CC(=O)Nc2ccc(C(=O)Nc3nccs3)cc2)cc1OC	7	-6%	1%	-2	-9%[57.1 µM]	6%	-3%	5.6%	0%
CCC(=O)Oc1ccc(C(=O)Nc2ccc3c(c2)C(=O)N(C2CCCCC2)C3=O)cc1	4	-5%	-5%	-4	51%[activator]	-1%	-13%	0.1%	-9%
CCOc1ccccc1OCC(=O)Nc1ccc(Cl)cc1Cl	2	-1%	-2%	-13	-1%	-5%	nt	2.3%	1%
CCOc1ccc(NC(=O)CN2CCCC2c2cccs2)cc1S(=O)(=O)N1CCCC1 (configuration not stated)	-2	?	-4%	1	2%	14%	-5%	0.3%	-1%
O=S(=O)(O)c1nc2ccccc2n1Cc1ccc(Cl)cc1	-3	-22%	-5%	-3	-7%	5%	-1%	-1.0%	-4%
c1ccc2c(c1)N1CCCN=C1N2CCN1CCCCC1	1	-9%	-2%	-1	9%	6%	-3%	2.2%	0%
CCC(OC(=O)CN1C(=O)C(=O)c2ccccc21)C(=O)Nc1ccccc1OC (configuration not stated)	9	-1%	-1%	4	-4%[57.1 µM]	1%	4%	0.2%	1%
CCCCN(CC)CCCNC(=O)Cn1nc(Cc2cccnc2)c2ccccc2c1=O	0	-7%	-1%	1	-9%	-6%	-17%	2.8%	4%
O=Cc1c[nH]c2cccc(OCc3ccccc3)c12	-9	-10%	4%	-5	-1%	0%	1%	0.2%	-22%
Fc1ccc(-n2ncc3c(N4CCN(c5ccccc5F)CC4)ncnc32)cc1	2	?	-5%	-2	-4%[57.1 µM]	16%	0%	1.1%	2%
O=C(c1cccs1)N1C[C@@H](n2cc(C3CC3)nn2)[C@H](O)C[C@@H]1c1ccc(Cl)cc1	2	-11%	-1%	-36*	nt	-13%	-3%	nt	-3%
CSc1ccccc1NC(=O)CN(C)Cc1ccc(Br)cc1	-5	-15%	-4%	-3	6%[57.1 µM]	5%	-10%	0.6%	0%
COc1ccc(NC(=O)Nc2cccs2)cc1Cl	-1	-16%	-1%	0	4%	4%	-6%	0.7%	-6%
Cc1ccc(S(=O)(=O)c2nc(-c3ccccc3)oc2SCC(=O)NC2CCCCC2)cc1	0	-13%	-4%	-2	8%[2.29 µM]	8%	0%	5.0%	-1%
COc1ccc(CC(=O)Nc2ccc3nc(C)sc3c2)cc1OC	4	-8%	0%	0	-20%[57.1 µM]	14%	2%	0.4%	4%
Cn1c(N)c(C(=O)COC(=O)c2ccc3c(c2)OCCO3)c(=O)n(C)c1=O	5	-21%	-4%	-3	5%[57.1 µM]	-2%	3%	-0.3%	-2%
O=C(/C=C/c1ccccc1)NC1CC2CCC1C2 (configuration not stated)	2	-6%	0%	3	-2%	8%	0%	1.6%	-9%
Cc1ccc(Cn2ccn(CC(=O)Nc3ccccc3C(F)(F)F)c(=O)c2=O)cc1	5	-3%	0%	2	0%	4%	3%	4.7%	-3%
Cc1cccc(NC(=O)C2CCN(S(C)(=O)=O)CC2)c1C	3	-8%	-3%	-3	4%	-3%	3%	-0.3%	-10%
CC(C)(C)c1nn(-c2ccccc2)c2[nH]c(=O)c(CNc3ccc4c(c3)OCCO4)cc12	-4	?	-1%	4	2%	-2%	2%	0.8%	-9%
CCC(Cc1ccccc1)NC(=O)c1oc(=O)c2ccccc2c1-c1ccccc1 (configuration not stated)	-2	?	-1%	-4	-1%[57.1 µM]	-2%	1%	1.8%	-2%
CCc1cc2c3c(c1)C1(C(=O)N3C(C)(C)C=C2C)C(C#N)=C(N)Oc2[nH]c(=O)[nH]c(=O)c21 (configuration not stated)	-1	-2%	-4%	4	4%[57.1 µM]	-1%	-11%	0.7%	-14%
COc1ccc(S(=O)(=O)n2cccc2)cc1	1	-8%	0%	-11	-2%	2%	-11%	nt	-1%
COC(=O)Cc1ccc2oc(-c3cccnc3)nc2c1	-1	-6%	0%	-1	1%[57.1 µM]	8%	-3%	4.4%	0%
O=C(CN1C(=O)CSC1=O)N1CCCCC1	-8	-6%	-1%	-5	-3%	1%	nt	-4.1%	-1%
COc1ccc(N2CC(C(=O)OC(C)C(=O)c3ccccc3)CC2=O)cc1 (configuration not stated)	7	-24%	-1%	-2	5%	-5%	6%	-0.5%	0%
Cc1ccccc1NC1=C(C(=O)c2ccccc2)N(C)S(=O)(=O)c2ccccc21	-1	-17%	-3%	1	-8%	-3%	nt	-1.6%	0%
O=C1C2C3c4ccccc4C(c4ccccc43)[C@@H]2C(=O)N1c1cccnc1 (some centres not stated)	0	-12%	-4%	-4	1%[57.1 µM]	5%	2%	-1.0%	1%
CCN(CC)c1ccc(NC(=O)CSc2nnc(N)s2)cc1C	0	2%	-1%	7	6%[57.1 µM]	3%	1%	-1.4%	-1%
O=C(CN(c1cccc(Br)c1)S(=O)(=O)c1ccccc1)N1CCc2ccccc2C1	-1	-14%	3%	1	4%	?	3%	-0.2%	4%
Cc1nc2nncn2c(NCc2ccc(Cl)cc2)c1C	-8	-3%	-4%	-10	3%	28%	3%	3.0%	2%
Cn1c(SCc2c(Cl)cccc2Cl)nnc1-c1ccc2nonc2c1	-5	-11%	-7%	-5	4%[57.1 µM]	-1%	6%	-0.9%	-6%
CC(=O)OC[C@@H]1CN(Cc2ccccc2)C[C@H](n2cnc3c(N(C)C(C)C)ncnc32)O1	-4	nt	0%	-4	nt	nt	nt	nt	0%

Given bar-delimited: part of the list above
Structure | PI4K2A block | USP1-UAF1 inh | Glioma ERSR ind | LDHA inh | TrxR1 substrate | mIDH1 inhibitor | Vif-APOBEC3F blk | RXFP1 ag | Vif-APOBEC3G blk
COc1ccc(N2CC(C(=O)OC(C)C(=O)c3ccccc3)CC2=O)cc1 (configuration not stated) | 7 | -24% | -1% | -2 | 5% | -5% | 6% | -0.5% | 0%
O=C(c1cccs1)N1C[C@@H](n2cc(C3CC3)nn2)[C@H](O)C[C@@H]1c1ccc(Cl)cc1 | 2 | -11% | -1% | -36* | nt | -13% | -3% | nt | -3%
O=C(CN1C(=O)CSC1=O)N1CCCCC1 | -8 | -6% | -1% | -5 | -3% | 1% | nt | -4.1% | -1%

Other records.
SMILES	PI4K2A block	USP1-UAF1 inh	Glioma ERSR ind	LDHA inh	TrxR1 substrate	mIDH1 inhibitor	Vif-APOBEC3F blk	RXFP1 ag	Vif-APOBEC3G blk
CCOC(=O)c1c(C)[n+]([O-])c2ccc3c(non3O)c12	-5	-19%	0%	0	-3%	14%	0%	2.3%	-1%
CN(C)S(=O)(=O)c1ccc(NC(=O)CSc2nc3ccccc3n2-c2ccccc2)cc1	-7	-7%	-4%	-6	11%[57.1 µM]	8%	-5%	1.1%	-5%
COc1cc(NC(=O)c2cc3ccccc3o2)c(OC)cc1Cl	7	-19%	-2%	-2	36%[activator][57.1 µM]	6%	-3%	4.4%	-4%
COCCCn1c(SCC(=O)Nc2ccc(C)cc2)nc2ccccc2c1=O	-4	-17%	-4%	-2	-1%[57.1 µM]	8%	2%	-1.6%	-1%
CCOc1ccc(-n2cc(C(=O)N3CCN(C)CC3)c3cc(OC)c(OC)cc3c2=O)cc1	2	-18%	-2%	-7	0%	-2%	0%	3.7%	4%
Cc1cccc(C)c1Cn1c(C)c(C(=O)NCc2ccc(C#N)cc2)sc1=O	5	nt	-3%	0	nt	nt	nt	nt	-2%
CN(C)S(=O)(=O)c1cccc(COc2cccnc2[N+](=O)[O-])c1	1	-12%	-6%	2	7%[57.1 µM]	6%	6%	7.7%	0%
Cc1ccc(OCc2nnc(SCC(N)=O)n2N)cc1	0	-23%	-4%	-1	5%	0%	0%	-1.3%	-6%
Cc1ccc(CCNC(=O)c2cc(-c3ccccc3)n[nH]2)cc1	-1	?	-5%	-6	8%	-12%	3%	3.6%	-4%
Cc1cc(CN(C)C(=O)c2cc(COc3ccc4ncccc4c3)on2)on1	-3	-18%	2%	-1	9%	-3%	-1%	5.4%	0%
CCC(=O)Nc1ccc(NC(=O)CSc2nnnn2C(C)C)cc1	4	-12%	-1%	-9	-4%	-1%	-5%	-0.4%	4%
